Source: PubChem (several laboratories)
MK inhibit: S. pneumoniae MK inhibitors, primary screen, biochemical, PK/LDH-coupled NADH absorbance. mevalonate kinase [Streptococcus pneumoniae D39]. purified MK, PK/LDH-coupled NADH absorbance 340 nm. inhibition, % at 10 µM. 65,000 compounds, 0.48% hits. AID 555, 2006;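 active = ranked among the strongest by inhibition in the single 10 µM screen, a fixed top-ranked set picked for dose follow-up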; note: no value below 0 was filed
DPM-DC inhibit: S. pneumoniae DPM-DC inhibitors, primary screen, biochemical, PK/LDH-coupled NADH fluorescence; diphosphomevalonate decarboxylase (Streptococcus pneumoniae D39); purified DPM-DC; calls only at 10 µM; 65,000 compounds, 0.49% hits; AID 556, 2006;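 active = the 320 compounds with the highest percent inhibition in the single-dose primary screen, excluding strongly autofluorescent ones, cut at about 32% in these data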;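 note: kinetic rate of NADH fluorescence loss reporting ADP formed by the decarboxylase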
PMK inhibit: S. pneumoniae PMK inhibitors, primary screen, biochemical, mevalonate pathway, pilot trial included; purified PMK, PK/LDH-coupled NADH absorbance 340 nm; phosphomevalonate kinase (Streptococcus pneumoniae D39); 65,000 compounds, 0.49% hits; inhibition, % at 10 µM; AID 539, 2006;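 active = top-ranked compounds by inhibition in the single 10 µM screen, taking a fixed number of the strongest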;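 note: 0% = full reaction with DMSO carrier and 100% = background rate without enzyme reaction; no value below 0 was filed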
Alkaline phosphatase: human TNAP enzyme inhibitors, biochemical, luminescent (AID 518) | 64,000 compounds, 0.09% hits | purified TNAP enzyme, luminescent substrate readout; higher % means a stronger effect | one-dose inhibition, % at 20 µM; IC50 in µM for titrated hits; in the data active = a potency from the dose series; inactive = the rest, 99 in 100 with inhibition below about 22%;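 note: plate controls were vehicle for no effect and reference inhibitor for full effect; many of its hits are not listed in these tables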
HPDE-C7 viability: cytotoxicity in HPDE-C7 cells, cell-based, fluorescence, HTS (AID 430); cytotoxicity, % at 10 µM; hits with a dose series show EC50 in µM; 63,000 compounds, 1.8% hits; HPDE-C7 pancreatic duct cells viability, fluorescence; higher % means a stronger effect;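 note: cells exposed to compound for 48 hours before viability readout; 0% = vehicle and 100% = reference cytotoxic drug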
HPDE-C7K KRASV12: cytotoxicity in KRAS-transformed pancreatic duct cells, primary screen, cell-based, fluorescence, HTS (AID 431). HPDE-C7K KRASV12 cells, Alamar Blue viability, 48 h; higher % means a stronger effect. one-dose cytotoxicity, % at 10 µM; EC50 in µM for titrated hits. 63,000 compounds, 1.7% hits;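 active = compounds whose percent cytotoxicity in the single-dose primary screen, scaled between solvent and toxic-drug controls, exceeds 50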;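 note: 0% = DMSO solvent wells and 100% = doxorubicin-treated wells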
HT1080 viability: cytotoxicity in HT1080 fibrosarcoma cells, cell-based, fluorescence readout (AID 620); HT1080 viability, fluorescence; higher % means a stronger effect; one-dose cytotoxicity, % at 10 µM; EC50 in µM for titrated hits; 87,000 compounds, 0.42% hits;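 note: cells exposed to compound overnight then 4 h with Alamar Blue; 0% = vehicle DMSO and 100% = killing control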
LYP phosphatase: LYP phosphatase inhibitors, primary screen, biochemical, DiFMUP fluorescence, recombinant catalytic domain, 10 µM (AID 606) | 52,000 tested, under 10 active | recombinant LYP catalytic domain, DiFMUP fluorescence; higher % means a stronger effect | inhibition, % at 10 µM; hits with a dose series show IC50 in µM;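 active = IC50 under 40 µM in the dose-response test; inactive = IC50 of 40 µM or more, or never dose-tested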
Bfl-1 displacement: Bfl-1 inhibitors, primary screen, biochemical, fluorescence polarization, FITC-Bid, mouse (AID 432); Bcl-2-related protein A1 (Mus musculus); FITC-Bid BH3 peptide fluorescence polarization displacement; higher % means a stronger effect; displacement, % at 20 µM; hits with a dose series show IC50 in µM; 64,000 compounds, 0.02% hits; in the data active = a potency from the dose series; inactive = the rest, 99 in 100 with displacement below about 15%; note: strong numbers were not always called active
PMK inhibit pilot replicates: also measured in PMK inhibit; calls as there; inhibition, %; measured here: pilot screen replicates
MK inhibit pilot replicates: recorded beside MK inhibit, whose call it bears; inhibition, %; measured here: pilot screen replicates
DPM-DC inhibit pilot screen %: further read-out of DPM-DC inhibit, marked with its call; inhibition, %; measured here: pilot screen trials
* hit, by the source's call; i = inactive; . = no result given. Cut-off read from the data, not from the text of the source, unless noted: active = cytotoxicity above about 50%; inactive = the rest.

Preview (13 entries):
SMILES	MK inhibit	DPM-DC inhibit	PMK inhibit	Alkaline phosphatase	HPDE-C7 viability	HPDE-C7K KRASV12	HT1080 viability	LYP phosphatase	Bfl-1 displacement	others
O=c1oc(-c2cccs2)nc2sc3c(c12)CCC3	0	i	2	14%	28%	33%	-1%	11%	2%
O=C(O)c1ccc2c(c1)C(c1ccccc1)OC2=O (stereo not given)	5	i	12	-7%	-10%	-14%	-11%	.	4%
CC1(C)CC(=O)C=C(NCc2cccnc2)C1	7	i	9	2%	-16%	-10%	8%	.	-1%
Cn1c(=O)c2cc(S(=O)(=O)NCCC(=O)NCCc3ccc(Cl)cc3)ccc2n(C)c1=O	0	i	15	5%	-3%	-1%	0%	14%	-8%
COc1ccc(OC)c(C(C)NC(=O)c2ccco2)c1 (stereo not given)	5	i	7	2%	22%	9%	2%	.	0%
CC(C)NS(=O)(=O)c1ccc(CCC(=O)NCc2ccco2)cc1	10	i	7	10%	-22%	-12%	4%	3%	2%
COc1ccc(C)cc1S(=O)(=O)N1CCN(Cc2ccccc2)CC1	5	i	8	10%	-2%	2%	0%	.	7%	PMK inhibit pilot replicates=7.5;MK inhibit pilot replicates=0.0;DPM-DC inhibit pilot screen %=3.5
COc1nc(-c2ccccc2)ccc1-c1noc(-c2cccs2)n1	0	i	4	.	.	.	-6%	-1%	.
COC(=O)[C@@H](NC(=O)NCc1ccccc1Cl)C(C)C	6	i	6	20%	12%	16%	19%	-4%	-2%	PMK inhibit pilot replicates=1.0;MK inhibit pilot replicates=4.5;DPM-DC inhibit pilot screen %=1.0
O=C(CSc1nnc(-c2cccnc2)n1C1CCCCC1)NC1CCCCC1	6	i	9	13%	-15%	-32%	6%	7%	-3%
O=C(NCC1CCCO1)C1CCN(C(=O)c2ccc(Br)cc2)CC1 (stereo not given)	10	i	3	16%	1%	4%	4%	4%	-3%
CCCCC(=O)NC(Nc1cc(C)ccn1)(C(=O)OCC)C(F)(F)F (stereo not given)	0	i	19	3%	-2%	3%	-8%	12%	1%
O=C(c1cc(Cl)cc(Cl)c1)N1CCOCC1	5	i	9	8%	-2%	3%	4%	0%	-7%

The whole of this part, from the first entry:
SMILES	MK inhibit	DPM-DC inhibit	PMK inhibit	Alkaline phosphatase	HPDE-C7 viability	HPDE-C7K KRASV12	HT1080 viability	LYP phosphatase	Bfl-1 displacement	others
O=c1oc(-c2cccs2)nc2sc3c(c12)CCC3	0	i	2	14%	28%	33%	-1%	11%	2%
O=C(O)c1ccc2c(c1)C(c1ccccc1)OC2=O (stereo not given)	5	i	12	-7%	-10%	-14%	-11%	.	4%
CC1(C)CC(=O)C=C(NCc2cccnc2)C1	7	i	9	2%	-16%	-10%	8%	.	-1%
Cn1c(=O)c2cc(S(=O)(=O)NCCC(=O)NCCc3ccc(Cl)cc3)ccc2n(C)c1=O	0	i	15	5%	-3%	-1%	0%	14%	-8%
COc1ccc(OC)c(C(C)NC(=O)c2ccco2)c1 (stereo not given)	5	i	7	2%	22%	9%	2%	.	0%
CC(C)NS(=O)(=O)c1ccc(CCC(=O)NCc2ccco2)cc1	10	i	7	10%	-22%	-12%	4%	3%	2%
COc1ccc(C)cc1S(=O)(=O)N1CCN(Cc2ccccc2)CC1	5	i	8	10%	-2%	2%	0%	.	7%	PMK inhibit pilot replicates=7.5;MK inhibit pilot replicates=0.0;DPM-DC inhibit pilot screen %=3.5
COc1nc(-c2ccccc2)ccc1-c1noc(-c2cccs2)n1	0	i	4	.	.	.	-6%	-1%	.
COC(=O)[C@@H](NC(=O)NCc1ccccc1Cl)C(C)C	6	i	6	20%	12%	16%	19%	-4%	-2%	PMK inhibit pilot replicates=1.0;MK inhibit pilot replicates=4.5;DPM-DC inhibit pilot screen %=1.0
O=C(CSc1nnc(-c2cccnc2)n1C1CCCCC1)NC1CCCCC1	6	i	9	13%	-15%	-32%	6%	7%	-3%
O=C(NCC1CCCO1)C1CCN(C(=O)c2ccc(Br)cc2)CC1 (stereo not given)	10	i	3	16%	1%	4%	4%	4%	-3%
CCCCC(=O)NC(Nc1cc(C)ccn1)(C(=O)OCC)C(F)(F)F (stereo not given)	0	i	19	3%	-2%	3%	-8%	12%	1%
O=C(c1cc(Cl)cc(Cl)c1)N1CCOCC1	5	i	9	8%	-2%	3%	4%	0%	-7%
COC(=O)C(C)NC(=O)C12CC3CC(CC(C3)C1)C2 (stereo not given)	7	i	13	10%	-7%	3%	11%	.	-5%	PMK inhibit pilot replicates=1.0;MK inhibit pilot replicates=0.0;DPM-DC inhibit pilot screen %=1.0
COCCCNC(=O)COc1ccc(S(=O)(=O)Nc2ccccc2)cc1	4	i	7	9%	-2%	18%	4%	1%	1%
Cc1ccc(N(C(=O)Cn2nnc3ccccc32)C(C(=O)NC2CCCCC2)c2cn(C)nc2C)cc1 (stereo not given)	6	i	11	8%	-10%	-6%	-4%	9%	-6%
Cc1ccccc1NS(=O)(=O)c1cc(C(=O)NCc2ccco2)ccc1C	1	i	0	3%	4%	-6%	3%	16%	-2%
Cc1cc(C(F)(F)F)n2nc(C(=O)O)c(Cl)c2n1	3	i	3	14%	-6%	-9%	-2%	.	4%
CCOC(=O)CN1CC23C=CC(O2)C(C(=O)Nc2ccc(C(C)=O)cc2)C3C1=O (stereo not given)	0	i	6	19%	-6%	-2%	1%	12%	0%	PMK inhibit pilot replicates=2.5;MK inhibit pilot replicates=3.5;DPM-DC inhibit pilot screen %=5.5
COc1cc(NC(=O)CN(c2cc(C)cc(C)c2)S(=O)(=O)c2c(C)noc2C)cc(OC)c1	7	i	10	10%	-11%	-8%	-4%	-5%	-6%	PMK inhibit pilot replicates=0.0;MK inhibit pilot replicates=0.0;DPM-DC inhibit pilot screen %=6.0
COc1ccc(NC(=O)C2CCN(C(=O)NC3CCCCC3)CC2)c(OC)c1	9	i	11	2%	-2%	-4%	-12%	6%	-3%
N#Cc1cc2cc3c(cc2nc1N1CCCCC1)OCCO3	5	i	12	4%	-8%	-1%	-1%	.	5%
CCNC(=O)N(C(=O)NCC)n1c(C)nnc1C	0	i	1	6%	-4%	5%	1%	.	-10%	PMK inhibit pilot replicates=1.0;MK inhibit pilot replicates=0.0;DPM-DC inhibit pilot screen %=0.0
CCC(Sc1nc2cc3c(cc2c(=O)n1Cc1ccco1)OCO3)C(=O)Nc1ccccc1OC (stereo not given)	8	i	18	4%	-11%	-12%	-1%	4%	-2%
CCOC(=O)c1cnn(-c2cccc(Cl)c2)c1N	6	i	15	6%	-2%	-2%	-3%	-8%	8%
CCCc1c(O)nc(SCCN(CCC)CCC)[nH]c1=O	0	i	17	6%	-23%	-24%	30%	6%	3%
Cc1nc(SCC(=O)Nc2cc(C)on2)c2c(=O)n(C)c(=O)n(C)c2n1	3	i	0	2%	-31%	-19%	-8%	-1%	-10%
CCn1c(-c2ccco2)nc2ccccc21	3	i	5	6%	6%	5%	6%	-11%	-2%
COc1cccc(C(=O)Cn2c(N3CCOCC3)nc3c2c(=O)n(C)c(=O)n3C)c1	0	i	14	7%	-5%	-3%	12%	.	-5%
CCCCOCCCNC(=O)c1ccc2c(c1)OCO2	0	i	4	7%	1%	1%	2%	.	1%
Cc1nc2ccccn2c1C(=O)NCc1cccnc1	15	i	16	10%	6%	-6%	2%	1%	-5%
Cc1nnc(OCc2nc3ccccc3n2C)c2ccccc12	2	i	6	11%	16%	14%	22%	5%	-4%
Cc1ccc(CNC(=O)CCCn2c(=O)c3ccccc3n(CC(=O)NC3CCCC3)c2=O)cc1	3	i	11	9%	-17%	-5%	14%	-5%	3%
CN(C)/C=C1\N=C(c2ccc(Cl)cc2Cl)OC1=O	7	i	2	15%	-14%	29%	-8%	4%	0%	PMK inhibit pilot replicates=1.0;MK inhibit pilot replicates=3.0;DPM-DC inhibit pilot screen %=5.5
Cc1nc2ccc(S(=O)(=O)NCC(=O)N3CCC(C)CC3)cc2s1	0	i	15	6%	-1%	-1%	-1%	11%	-4%
CN(C)c1ccc(C2CC(=O)NC3=C2C(=O)CC(C)(C)C3)cc1 (stereo not given)	2	i	0	7%	-11%	-6%	7%	-4%	-2%
COc1cccc(C(c2sc3ncnn3c2O)N2CCc3ccccc3C2)c1 (stereo not given)	9	i	12	4%	-21%	-13%	-5%	18%	0%
COc1cccc(CNC(=O)C2CCCN(S(C)(=O)=O)C2)c1 (stereo not given)	8	i	0	2%	-2%	-7%	4%	5%	3%
COc1ccc(C(=N/O)/C(=N/O)c2ccc(OC)cc2)cc1	2	i	6	10%	2%	14%	-7%	.	-3%
Nc1nc(C(=O)N2CCOCC2)nn1S(=O)(=O)c1ccc(Cl)cc1	8	i	1	7%	3%	-4%	2%	-6%	3%	PMK inhibit pilot replicates=0.0;MK inhibit pilot replicates=0.0;DPM-DC inhibit pilot screen %=0.0
CCCc1cc(=O)oc2cc(C)c3c(C)coc3c12	7	.	2	6%	-22%	-12%	-1%	-10%	-3%
CCOc1ccc(NC(=O)CSc2nnc(COc3c(C)cccc3C)o2)cc1	6	i	5	16%	8%	3%	-8%	-2%	5%	PMK inhibit pilot replicates=1.5;MK inhibit pilot replicates=1.0;DPM-DC inhibit pilot screen %=0.0
CCSc1nsc(SCC)c1C(N)=O	10	i	0	-2%	-7%	3%	-2%	14%	-4%
COc1ccc(C(=O)NCCc2nnc(SCC(=O)Nc3ccccc3)n2C)cc1	2	i	5	11%	-24%	-23%	4%	17%	0%
CCOC(=O)CC(NC(=O)c1ccco1)c1ccccc1Cl (stereo not given)	0	i	6	-1%	-10%	4%	0%	-11%	-3%
CC(=O)N1CCc2cc(S(=O)(=O)CCC(=O)Nc3cccc(F)c3)ccc21	4	i	0	14%	-18%	-13%	-5%	.	-5%	PMK inhibit pilot replicates=3.5;MK inhibit pilot replicates=0.0;DPM-DC inhibit pilot screen %=2.5
O=C(CC1Oc2ccccc2NC1=O)NCCCN1CCN(C2CCCCC2)CC1 (stereo not given)	8	i	0	8%	3%	4%	-1%	1%	-7%
O=[n+]1cc(-c2cc3ccccc3o2)n([O-])c2c1CCCC2	12	i	13	16%	-42%	-34%	2%	12%	-1%
O=C(CCSc1nnnn1-c1ccccc1)N1CCOCC1	7	i	0	9%	7%	4%	-1%	8%	1%
